High-throughput results from PubChem.
HSP90 refold inh: HSP90 inhibitors, primary screen, cell lysate, luminescence. Heat shock protein HSP 90 (rabbit reticulocyte lysate; luciferase refolding). Rabbit reticulocyte lysate, luciferase refolding luminescence, 3 h. inhibition, % at 5.6 µM. hit rate 0.91% among 290,000. AID 1789, 2009;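 active = inhibition above the screen-wide mean plus 3 SD, computed separately per campaign, cut at about 16% in these data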;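 also: 0% = DMSO wells and 100% = 60 µM geldanamycin wells; inhibitors lower the luminescence because luciferase stays unfolded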
HIF activator: HIF pathway transcriptional activators, primary screen, cell-based, U2OS HRE-luciferase, luminescence; U2OS HRE-luciferase reporter; normalized: DMSO 0%, desferrioxamine 100%; activation, % at 7.5 µM (by protocol); AID 1910, 2009; hit rate 0.32% among 300,000;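 active = mean activation of at least 10% of the iron chelator positive control signal, with at least half of replicates also reaching 10%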
AI-2 QS modul: Vibrio harveyi AI-2 quorum sensing modulators, primary screen, JMH597 strain, luminescence/OD600 ratio | activity change, % at 7.5 µM | AID 2094, 2009 | hit rate 0.4% among 300,000 | Vibrio harveyi JMH597 AI-2 luminescence/OD600 ratio, 9 h; stronger effect = lower value; strain lacks LuxN and CqsS sensors; 0 = neutral-control median; in the data active = activity change below about -75%, passing the limit was not always enough;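 also: luminescence divided by OD600 gain over 9 h not by final OD600 alone; inactives centre near 13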
Platelet DG rel: inhibitors of platelet dense granule secretion, primary screen, cell-based, MLPCN, human platelets. human platelet-rich plasma, SFLLRN dense granule ATP release, luminescence. inhibition, %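 (compounds screened at 7.5 µM in platelet-rich plasma)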. hit rate 0.22% among 300,000. AID 1663, 2009;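 active = mean replicate score, as percent of positive control, at or above 50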
SKKanGAS inh: S. pyogenes SKKanGAS growth inhibitors in kanamycin, primary screen, streptokinase expression inhibitor project, SKKanGAS strain, BacTiter-Glo luminescence. hit rate 1.3% among 300,000. inhibition, % at 7.5 µM. AID 1662, 2009. 6 h;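 active = mean replicate score, as percent of positive control median, at least 50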;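 also: strain carries kanamycin resistance gene driven by streptokinase promoter and grows in 40 µg/ml kanamycin; loss of luminescence reflects streptokinase promoter inhibition or plain growth inhibition; 0% = median of DMSO wells and 100% = positive control at its reference dose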
KLF5 inh: KLF5 expression inhibitors, primary screen, DLD-1 cells, luminescence. hit rate 0.23% among 290,000. DLD-1 KLF5 promoter-luciferase reporter. inhibition, % at 5 µM. AID 1700, 2009;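 active = inhibition above a per-plate limit of that plate's mean compound inhibition plus 3 SD, cut at about 60% in these data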;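 also: 0% = DMSO wells and 100% = LY294002 at 200 µM; higher means less KLF5 promoter-driven luciferase light; inactives centre near -14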
aSyn UTR inh: MLPCN primary screen, SNCA 5' untranslated region; hit rate 0.82% among 300,000; inhibition, % (tested at 7.5 µM); alpha-synuclein 5'UTR reporter, inhibitor activity; AID 1813, 2009; in the data active = inhibition above about 60%;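 also: H4 neuroglioblastoma cells stably carrying SNCA 5'UTR luciferase fusion; 0% = DMSO wells and 100% = positive control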
HSF1 inhib: HSF1 inhibitors in luciferase reporter cells, primary screen, cell-based, NIH3T3, luminescence; NIH3T3-HGL HSE-luciferase, MG132-induced, luminescence 8 h; stronger effect = lower value; activity change, negative = inhibition, % at 7.5 µM (by protocol); hit rate 0.77% among 300,000;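 active = more than half of replicate wells show activity change below -50%, luminescence cut by over half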;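 also: luciferase reports HSF-1 transcriptional activity via heat shock element; 0% = median of DMSO wells and -100% = zero luminescence signal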
HSF-1 act: HSF-1 activators, primary screen, NIH3T3-HGL cells, MG132 stress, luminescence, single point | AID 504408, 2011 | NIH3T3-HGL HSF-1 luciferase reporter, 8 h; 100% = twice DMSO control signal | hit rate 1.7% among 300,000 | activation, % at 9 µM;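 active = mean replicate activation of at least 50% with a set share of replicates each reaching 50%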;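 also: 0% = median of the neutral control wells and 100% = twice that signal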
IEC-6 tox: cytotoxicity in IEC-6 intestinal epithelial cells, primary screen, cytotoxicity control for KLF5 inhibitor project, cell-based, luminescence; IEC-6 cytotoxicity, luminescence viability; hit rate 0.78% among 290,000; inhibition, % at 5 µM; in the data active = inhibition above about 22%;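 also: 0% = plate median of test compound wells and 100% = cytotoxic reference compound wells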
The depositor's hits bear a star; . = not tested or not shown.

SMILES	HSP90 refold inh	HIF activator	AI-2 QS modul	Platelet DG rel	SKKanGAS inh	KLF5 inh	aSyn UTR inh	HSF1 inhib	HSF-1 act	IEC-6 tox
Nc1nonc1C(=O)NCCNc1ncccc1[N+](=O)[O-]	1	0.7	19	2	4	-11	6	4	2	0
Cc1ccc(S(=O)(=O)NCC(=O)N(CC(=O)NCc2ccco2)Cc2ccc3c(c2)OCO3)cc1	0	-0.6	6	-9	-2	-6	-8	0	-15	-8
CCN(CC(=O)Nc1cccc(C#N)c1)CC(=O)Nc1cccc(OC)c1	4	0.2	11	0	-7	5	9	-5	0	2
O=C1c2ccccc2C(=O)N1CCc1nc2ccccc2c(=O)n1CCCn1ccnc1	1	-0.4	25	4	1	-14	13	0	31	6
O=C(NCc1cccc(Cl)c1)c1ccc(-c2csnn2)cc1	-1	-0.3	-1	-15	-4	-9	-5	7	-6	0
CCOC(=O)c1ccc(NS(=O)(=O)c2ccc3c(c2)NC(=O)CCS3)cc1	0	-0.6	40	8	2	-70	-8	-5	1	-2
Cc1ccc(C(=O)NC2=NCCS2)cc1	12	1.3	8	7	-7	-148	-118	27	35	5
CCOc1ccccc1NC1=NC2CS(=O)(=O)CC2S1 (centres undefined)	6	-0.2	5	-2	-13	9	-2	0	-12	1
Cc1cccc(OCC(=O)OC(C)C(=O)Nc2ccc(S(=O)(=O)N3CCCCC3)cc2)c1 (centres undefined)	.	-0.6	2	-24	-4	.	-7	-7	3	.
COC(=O)c1ccc(C2C(Oc3ccc(OC)cc3)C(=O)N2CCc2ccc(OC)c(OC)c2)cc1 (centres undefined)	-3	-0.6	-1	21	3	-6	26	5	15	1
O=C(COC(=O)c1ccc2c(c1)C(=O)N(Cc1ccncc1)C2=O)Nc1ccccc1[N+](=O)[O-]	4	-15	36	-8	-2	30	-12	-2	13	0
COc1ccc(Nc2nnc(SCC(=O)c3cc4ccccc4o3)s2)cc1	-2	0.4	9	2	-1	-11	-5	0	11	5
CCOC(=O)c1c(NC(=O)c2ccnn2C)sc(C)c1C	4	-0.1	-17	11	-5	-45	4	-9	-3	7
CCC(C)(C)NC(=O)CN(C(=O)C(=O)Nc1ccc2c(c1)OCCO2)C(C)(C)CC	-3	-0.1	8	-4	4	-46	4	0	12	-8
O=C(CCC1CCCCC1)NCc1ccc(F)cc1	-3	-0.1	-25	-6	-1	-32	16	0	22	-7

Part of the list above in order of SMILES length, low to high:
SMILES	HSP90 refold inh	HIF activator	AI-2 QS modul	Platelet DG rel	SKKanGAS inh	KLF5 inh	aSyn UTR inh	HSF1 inhib	HSF-1 act	IEC-6 tox
O=C(CCC1CCCCC1)NCc1ccc(F)cc1	-3	-0.1	-25	-6	-1	-32	16	0	22	-7
O=C1c2ccccc2C(=O)N1CCc1nc2ccccc2c(=O)n1CCCn1ccnc1	1	-0.4	25	4	1	-14	13	0	31	6
CCC(C)(C)NC(=O)CN(C(=O)C(=O)Nc1ccc2c(c1)OCCO2)C(C)(C)CC	-3	-0.1	8	-4	4	-46	4	0	12	-8

New compounds follow.
SMILES	HSP90 refold inh	HIF activator	AI-2 QS modul	Platelet DG rel	SKKanGAS inh	KLF5 inh	aSyn UTR inh	HSF1 inhib	HSF-1 act	IEC-6 tox
COC(=O)COc1ccc(S(=O)(=O)Nc2ccccc2C(=O)OC)cc1	1	-0.3	27	5	-1	1	-6	-7	-17	4
CCOC(=O)c1ccc(NC(=O)C2CCC(CNc3c(N4CCOCC4)c(=O)c3=O)CC2)cc1 (centres undefined)	3	-0.7	2	-3	-5	-11	5	-4	-10	5
CC1(C)C(=O)OC(c2cccc([N+](=O)[O-])c2)C2(CCCCC2)C1=O (centres undefined)	3	-0.2	18	8	-1	4	0	6	7	1
O=C(Nc1ccccc1Cl)c1ccc(COc2ccc3c(c2)CCC3)cc1	-1	0.3	28	-5	-5	-53	6	5	0	-2
CCOC(=O)c1cccc(NC(=S)NCc2ccc(C)cc2)c1	2	.	-85*	5	28	-24	.	.	.	-7
CCc1ncc(CN2CCC(C(=O)Nc3ccc(-n4nc(C)cc4C)cc3)CC2)cn1	-4	0.3	21	1	0	7	-1	-10	-28	-1
O=c1[nH]c(SCC2CCCCO2)nc2ccccc12 (centres undefined)	-7	2.4	27	2	-10	-31	-39	6	20	11
O=C(CN(C(=O)c1csnn1)c1cccc2ccccc12)NCc1ccccc1	-7	-0.8	16	4	-2	2	9	-3	-10	-4
Cc1ccc(C(=O)NC(=S)Nc2ccc(CN3CCOCC3)cc2)cc1	3	0.9	8	-13	0	-66	-23	12	-1	-6
O=C(O)c1ccccc1N(c1ccccc1)c1ccccc1	.	4.0	61	-1	-7	.	7	14	42	.
Cc1ccc(S(=O)(=O)N(CC(=O)N/N=C/c2cccc3c2OCCO3)c2ccccc2F)cc1	3	-0.3	31	3	8	23	-10	10	16	3
CCN(C(C)=O)c1nc(CSc2nnc(NC(C)C)s2)cs1	1	-0.2	25	4	2	2	-13	1	-12	-1
Cc1c(NC(=O)C2C3C=CC(C3)C2C(=O)O)c(=O)n(-c2ccccc2)n1C (centres undefined)	-1	-0.1	6	-12	2	-14	8	-11	-3	1
CC1=NN(C(=O)COc2ccc(C)c(C)c2)C(O)(c2ccc(Cl)cc2)C1 (centres undefined)	0	-0.1	13	-1	12	-9	-12	12	22	-5
CCOC(=O)Cc1csc(SCc2nc3ccccc3c(=O)[nH]2)n1	4	-0.3	24	6	5	-15	2	3	7	6
COc1ccc(C2c3ccc4ccccc4c3Oc3ncn(CCCO)c(=N)c32)cc1OC (centres undefined)	3	0.6	-11	-9	-10	-1	-11	-4	-24	6
CCCN(CC1CC1)C(=S)Nc1ccc(C(C)=O)cc1	1	-0.1	13	3	5	7	7	1	3	2
c1ccc(-c2ccn3nnnc3n2)cc1	-2	0.4	2	.	5	-29	16	-15	-16	-4
CN1CCN(C(=O)c2ccc3c(c2)N(Cc2ccc(F)cc2)C(=O)c2ccccc2S3=O)CC1 (centres undefined)	-1	-0.2	13	2	0	-3	-13	2	6	4
CN(C)C(CNC(=O)c1ccc(S(=O)(=O)NCc2ccco2)cc1)c1ccccc1 (centres undefined)	0	0.0	14	-6	1	-7	-23	-1	2	0
Cn1cc[n+](C)c1COc1ccc(C=O)cc1	-2	-0.3	0	-2	0	4	13	-7	-21	4
Cc1ccccc1NC(=O)Nc1cccs1	-2	0.3	3	0	3	-21	-24	20	32	4
CCC(=O)N1CCc2cc(S(=O)(=O)NCCC(=O)Nc3ccc(OC)cc3)ccc21	-4	-0.7	10	-12	-4	-3	1	2	4	-9
Cc1ccc(NC(=O)CSCC(=O)Nc2cc(Cl)ccc2N2CCOCC2)cc1	.	-0.3	32	8	-2	.	-4	-3	2	.
Cc1cc(N2CCOCC2)nc(SCc2ccc(Cl)cc2Cl)n1	3	0.1	20	-5	-19	-57	29	3	21	-1
COc1ccc(NC(=O)C2C3C=CC4(O3)C2C(=O)N(CCCN2CCCCC2)C4C(=O)NC2CCCC(C)C2C)cc1 (centres undefined)	2	0.1	25	-6	-3	-8	-5	-11	3	7
CCCCc1c(O)nc(SCC(=O)c2ccccc2)n(-c2ccccc2C)c1=O	1	0.0	10	8	9	-22	-16	-20	-40	-2
COc1ccc(Cn2c(SCc3ccc(C)cc3)nc3cc(OC)c(OC)cc3c2=N)cc1Cl	0	-7.5	30	0	102*	-21	119*	-26	-37	-3
O=C(NCc1cccnc1)c1cc(-c2ccccc2)on1	-5	7.8	-13	-7	-11	-84	-89	12	24	-6
CCCCC1=CC2=CC(=O)C(C)(OC(=O)CCC(=O)OC)C(=O)C2=CO1 (centres undefined)	.	0.1	40	0	8	.	15	-5	-21	.
Cc1cc(C)c(C(=O)COC(=O)c2ccc([N+](=O)[O-])o2)cc1C	2	-0.1	-26	1	-6	-41	-8	19	10	-2
COc1ccc(-c2cc(-c3n[nH]c(=S)n3-c3cc(OC)ccc3OC)[nH]n2)cc1	4	-0.3	11	-8	0	24	24	-3	7	-4
Cc1cccc2cc(CNCc3ccccc3)c(Cl)nc12	0	-0.7	18	7	-1	-9	-24	-1	1	-4
CC(=O)N1C(=O)/C(=C2\SC(=S)N(c3c(C)n(C)n(-c4ccccc4)c3=O)C2=O)c2ccccc21	1	-0.8	9	-10	-2	-11	-19	5	13	-2
COc1ccc(NC(=O)c2ccccc2CC[N+](=O)[O-])cc1	0	0.0	5	2	1	-16	16	1	6	4
C=CCc1c(C)nc(C)nc1N/N=C/c1ccc(F)cc1	5	-0.2	6	7	-1	4	-9	-3	-3	0
Cc1ccc(/C=C/c2onc(C)c2S(=O)(=O)N2CCC(C(=O)N3CCCCC3)CC2)cc1	-1	-0.3	10	-1	12	-6	19	8	-6	4
O=C(NCc1ccccc1C(F)(F)F)C1CC(c2cc(C(F)(F)F)cc(C(F)(F)F)c2)=NO1 (centres undefined)	.	-0.1	23	-4	14	.	5	-3	-10	.
COc1ccc(/C=N/OCC(=O)Nc2ccc3c(c2)OCO3)c(OC)c1	0	1.2	63	-2	-6	-29	-5	-6	-5	-2
COC(=O)CSc1nnc(-c2ccc3c(c2)OCO3)n1C	-4	-0.7	27	0	15	-43	10	-1	8	3
CCOC(=O)c1c(NC(=O)C(C)N2CCN(C(=O)c3ccco3)CC2)sc2c1CCCC2 (centres undefined)	4	-0.6	8	-5	35	4	43	-9	-30	-4
COc1cc(/C=N/N=C(/N)c2nonc2N)cc(Br)c1OCc1ccccc1C	7	-0.6	28	0	12	-35	-15	2	6	1
Clc1ccc2scc(CN3CCCC3)c2c1	.	0.0	6	-6	0	.	2	-8	-3	.
COc1cccc(OC)c1OCCOc1ccc(C(=O)c2ccccc2)cc1	-1	0.0	20	0	5	-1	-3	4	3	1
COc1ccc(C2C(C(=O)N3CCC(C)CC3)c3ccccc3C(=O)N2C)cc1 (centres undefined)	1	-0.3	30	4	-2	-19	11	-9	-16	4
O=C(COC(=O)c1ccccn1)NC12CC3CC(CC(C3)C1)C2	0	-1.4	30	-1	-5	-24	11	5	-2	0
CCCCN1C(N)=NC[C@@H]1C(C)O (some centres undefined)	.	0.2	14	-2	-1	.	-4	3	3	.
Cc1ccc(-c2ccc(S(=O)(=O)N3CC(C)OC(C)C3)cc2)cc1 (centres undefined)	-1	-0.1	8	-7	-2	0	-78	9	26	0
Cc1ccc(S(=O)(=O)NNC(=O)c2cnn(-c3ccccc3)c2-n2cccc2)cc1	3	-1.1	27	3	3	-38	15	2	36	-1
CCNC(=O)C(=O)NCC(c1cccs1)S(=O)(=O)c1ccc(C)cc1 (centres undefined)	-3	0.7	60	-5	-3	-26	4	4	4	3
CCOc1ccc(NC(=O)[C@H](C)NC(=O)C2CC(=O)N(c3ccc(OC)cc3)C2)cc1 (some centres undefined)	3	-0.1	6	2	-4	6	19	-1	-2	5
O=C1ON=C(c2ccccc2)/C1=C/c1ccccc1	2	1.6	11	1	2	-14	1	-1	8	-8
CCOC(=O)/C=C(\C)N1N=C(c2ccccc2)CC1c1ccccc1 (centres undefined)	-1	3.0	8	13	1	-19	-187	35	65*	3
